Compound activity as filed in PubChem BioAssay.
FXIIa inh 1536: human FXIIa protease inhibitors, primary screen, biochemical, 1536-well. Coagulation factor XII (Homo sapiens), P00748. hit rate 0.3% among 220,000. purified FXIIa, Boc-QGR-AMC fluorogenic substrate, 2 h. inhibition, % at 5 µM; in the data active = inhibition above about 40%;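 also: 0% = enzyme with no compound and 100% = blank without enzyme; many of its hits are not listed in these tables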
Target sequence (P00748 20-372 limits assumed): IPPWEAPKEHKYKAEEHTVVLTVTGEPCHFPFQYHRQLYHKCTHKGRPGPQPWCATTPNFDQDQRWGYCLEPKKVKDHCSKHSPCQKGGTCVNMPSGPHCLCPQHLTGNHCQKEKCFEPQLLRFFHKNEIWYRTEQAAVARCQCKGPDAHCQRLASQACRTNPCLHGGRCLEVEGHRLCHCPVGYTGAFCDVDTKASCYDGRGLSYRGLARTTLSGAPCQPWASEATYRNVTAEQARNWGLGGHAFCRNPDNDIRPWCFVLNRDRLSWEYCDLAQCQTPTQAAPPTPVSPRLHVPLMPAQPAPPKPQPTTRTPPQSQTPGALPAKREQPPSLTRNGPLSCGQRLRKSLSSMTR
Target sequence (P00748 373-615 limits assumed): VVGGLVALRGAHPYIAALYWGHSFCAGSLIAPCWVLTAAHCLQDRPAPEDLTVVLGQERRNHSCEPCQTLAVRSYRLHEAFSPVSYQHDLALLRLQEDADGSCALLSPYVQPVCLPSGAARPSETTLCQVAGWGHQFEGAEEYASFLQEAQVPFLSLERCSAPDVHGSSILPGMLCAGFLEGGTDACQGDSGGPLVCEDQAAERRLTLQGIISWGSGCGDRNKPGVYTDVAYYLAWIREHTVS
14-3-3 Bad inh: inhibitors of 14-3-3 zeta/Bad binding, primary screen, biochemical, TR-FRET, bovine 14-3-3 zeta | 14-3-3 protein zeta/delta (Bos taurus), P63103 | inhibition, % at 21.7 µM | TR-FRET 14-3-3zeta/Dy647-pBad peptide displacement, 1 h | hit rate 0.71% among 220,000;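 active = inhibition above about 70%, limit read from the data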;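 also: 0% = full 14-3-3 plus peptide FRET controls and 100% = background without 14-3-3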
Rad51 HR inh: human RAD51 strand exchange inhibitors, primary screen, biochemical, fluorescence | DNA repair protein RAD51 homolog 1 (Homo sapiens), Q06609 | hRad51 DNA strand exchange, fluorescence dequenching | inhibition, % at 10 µM | hit rate 0.085% among 200,000;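 active = inhibition above 40% at the single screening dose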;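 also: 0% = DMSO control wells and 100% = blanks with heterologous ssDNA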
Target sequence (Q06609 whole entry, looked up): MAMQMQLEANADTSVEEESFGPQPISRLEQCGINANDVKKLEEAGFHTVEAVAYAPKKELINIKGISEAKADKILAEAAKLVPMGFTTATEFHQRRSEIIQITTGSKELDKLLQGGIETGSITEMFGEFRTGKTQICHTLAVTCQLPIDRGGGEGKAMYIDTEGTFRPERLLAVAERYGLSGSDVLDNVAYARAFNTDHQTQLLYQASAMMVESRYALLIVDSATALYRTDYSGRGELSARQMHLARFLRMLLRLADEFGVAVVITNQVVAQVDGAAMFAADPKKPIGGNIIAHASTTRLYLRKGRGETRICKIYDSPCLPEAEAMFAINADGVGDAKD
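Material: human Rad51–ssDNA filaments; Probe or stimulus: labelled 47-mer dsDNA for strand exchange; Doses: single 10 µM dose; Incubation: 37 °C 15-min filament assembly, 30-min compound preincubation, 15-min exchange; Technique: FRET fluorescence dequenching, excitation 485 nm, emission 520 nm; Measure: Fluorescence-based percent inhibition, control- and blank-normalised; Benchmarks: plate control and blank wells.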
p97 ATPase inh: inhibitors of human p97 ATPase, primary screen, biochemical. recombinant p97 ATPase, Kinase-Glo ATP luminescence, 3 h. inhibition, % at 8 µM. hit rate 0.42% among 220,000. AID 1481, 2009; in the data active = inhibition above about 15%;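 also: 0% = DMSO vehicle and 100% = wells lacking enzyme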
hK5 inh: human KLK5 protease inhibitors, primary screen, biochemical, 1536-well; recombinant hK5, fluorogenic AMC substrate cleavage; hit rate 0.59% among 210,000; inhibition, % at 5 µM; Kallikrein-5 (Homo sapiens), Q9Y337;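 active = inhibition of 40% or more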;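 also: 0% = enzyme controls without compound and 100% = no-enzyme blanks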
Mdm2 ligase inh: MDM2-luciferase reporter signal enhancers, primary screen, MDM2 E3 ligase inhibitor project, cell-based, luminescence, 1536-well | E3 ubiquitin-protein ligase Mdm2 (Homo sapiens), Q00987 | hit rate 0.11% among 210,000 | cell-based MDM2 ubiquitination luciferase reporter, 2 h; 0 = plate control, 100 = twice control, blank-subtracted | signal enhancement, % at 5 µM;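 active = signal enhancement of 30% or more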;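 also: luminescence tracks abundance of the self-degrading MDM2-luciferase fusion protein; higher signal means inhibition of MDM2 E3 ligase activity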
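Timing – 2 h compound exposure at 37 °C · Assay system – mammalian cells stably expressing self-ubiquitinating, self-degrading MDM2 E3–luciferase fusion · Amount – 2000 cells seeded into each well · Measure – % luminescence enhancement versus blank-corrected plate control mean · Measured by – SteadyLite luminescence, 15 min reagent step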
eIF4E 4G PPI: eIF4E–eIF4G protein interaction inhibitors, primary screen, biochemical, uHTS, TR-FRET, eIF4GI fragment | inhibition, % at 21.7 µM | AID 782, 2007 | TR-FRET eIF4E-eIF4GI(517-606) binding, 2 h | hit rate 0.37% among 220,000 | Eukaryotic translation initiation factor 4E (Mus musculus) + Eukaryotic translation …;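 active = inhibition above about 30%, limit read from the data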;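 also: 0% = full FRET control wells and 100% = background wells lacking eIF4GI fragment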
Wee1 degr inh: Wee1 degradation inhibitors, primary screen, cell-based, HeLa, Wee1K328M-luciferase, luminescence; reporter increase, % at 5 µM; hit rate 1.2% among 220,000; HeLa Luc-Wee1K328M stability; 100% = proteasome inhibitor MG132 effect;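 active = activation above the mean of all tested compounds plus 3 SD, set per screening run, cut at about 8.8% in these data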;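 also: cells exposed to compound for 20 h before luminescence read; 0% = DMSO alone and 100% = MG132 at 30 µM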
FXIa inh 1536: human FXIa protease inhibitors, primary screen, biochemical, 1536-well; inhibition, % at 5 µM; AID 798, 2007; Coagulation factor XI (Homo sapiens), P03951; hit rate 0.14% among 220,000; purified FXIa, Boc-Glu-Ala-Arg-AMC fluorogenic substrate;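 active = inhibition of at least 40%; inactive = inhibition below 40%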;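 also: fluorescence of freed AMC excited at 355 nm; 0% = enzyme without compound and 100% = no enzyme blank; many of its hits are not listed in these tables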
* = called active by the depositor; . = not tested or not shown; [ ] = dose if it differs, or a comment.

SMILES | FXIIa inh 1536 | 14-3-3 Bad inh | Rad51 HR inh | p97 ATPase inh | hK5 inh | Mdm2 ligase inh | eIF4E 4G PPI | Wee1 degr inh | FXIa inh 1536
Cc1cc(NCCNC2=CC(=O)CCC2)nc2ccccc12 | 15 | 9 | 1 | 3 | 4 | 0 | -2 | 3 | 4
CC(C)NS(=O)(=O)c1ccc(OCC(N)=O)c(Cl)c1 | -8 | -4 | . | 6 | -21 | -7 | -5 | -1 | -15
CCC(=O)NC(C)c1nc2ccccc2n1C (stereo not drawn) | 6 | -2[fluorescence artefact?] | 2 | 7 | -17 | 0 | -16 | 1 | 4
Cc1ccc(OCc2nc(C#N)c(NCc3ccc4c(c3)OCO4)o2)cc1 | 5 | 4 | -9 | -1 | -4 | -8 | -5 | -1 | 4
C=CCc1c(C)nc2c(C(=O)O)cnn2c1C | -14 | . | -14 | 0 | 5 | -24 | . | -2 | -22
CSc1cccc(NS(=O)(=O)c2cccs2)c1 | -5 | 1 | 3 | 2 | -1 | -2 | 5 | 0 | -4
CCOC(=O)c1cn(CC(=O)Nc2ccc(C)cc2)nn1 | 8 | -6[fluorescence artefact?] | 3 | 4 | 3 | 0 | -9[fluorescence artefact?] | 1 | -1
S=C1CSc2ccccc2N1 | 10 | -15 | 19 | 6 | 1 | -22 | -1 | 6 | 4
CC(=O)c1c(C)[nH]c(C(=O)O)c1C | 2 | -12 | -18 | 4 | -4 | -6 | 1 | -2 | -5
O=C(COc1cccc(-n2cnnn2)c1)Nc1ccccc1 | 9 | -10[fluorescence artefact?] | 2 | -5 | -8 | 2 | -1[fluorescence artefact?] | 1 | 7
COC(=O)c1ccc(CN2CCC(CO)(Cc3cccc(OC)c3)CC2)cc1 | 8 | -9 | 9 | -1 | 0 | -8 | -5 | 0 | -3
CC(C)CNC(=O)C1CCCN(C(=O)NCc2ccccc2)C1 (stereo not drawn) | 5 | -8 | 5 | 7 | -5 | 7 | -2 | -1 | -3
O=c1c2ccccc2sn1-c1ccccc1 | 9 | -39[fluorescence artefact?] | -3 | 0 | -7 | -18 | 54* | -2 | 2
O=C(O)c1cc(-c2c[nH]c3ccccc23)nc2cc3ccccc3cc12 | -9 | -7 | 2 | 27* | -2 | -16 | 2 | 5 | -3
CCOC(=O)Cc1csc(NC(=O)c2c(-c3c(Cl)cccc3Cl)noc2C)n1 | 3 | -8 | -5 | 2 | -20 | -5 | 2 | -1 | -5
O=C(N/N=C\c1ccc(COc2ccc([N+](=O)[O-])cc2)o1)c1ccc(Cl)cc1 | 7 | 16 | 1 | -1 | -9 | -3 | -5 | -1 | -3
Cc1cc(N2CCC(C)CC2)nc(-n2nc(C)cc2C)n1 | 16 | 2 | 10 | 1 | 1 | 8 | 0 | -1 | 1
Nc1cc(-c2ccccc2)nn1Cc1ccccc1 | 5 | -5 | 10 | -6 | -12 | -3 | -2 | -3 | -7
CCCCC(c1nnnn1C1CCCC1)N1CCN(C(=O)c2ccco2)CC1 (stereo not drawn) | 11 | 39[fluorescence artefact?] | -7 | 2 | -8 | -21 | 1 | 0 | -4
CCCCC(=O)Nc1cccc(C(C)O)c1 (stereo not drawn) | 9 | -1 | 3 | 4 | 2 | -9 | -2 | -3 | 4

Continued; the last 2 above are carried over.
SMILES | FXIIa inh 1536 | 14-3-3 Bad inh | Rad51 HR inh | p97 ATPase inh | hK5 inh | Mdm2 ligase inh | eIF4E 4G PPI | Wee1 degr inh | FXIa inh 1536
CCCCC(c1nnnn1C1CCCC1)N1CCN(C(=O)c2ccco2)CC1 (stereo not drawn) | 11 | 39[fluorescence artefact?] | -7 | 2 | -8 | -21 | 1 | 0 | -4
CCCCC(=O)Nc1cccc(C(C)O)c1 (stereo not drawn) | 9 | -1 | 3 | 4 | 2 | -9 | -2 | -3 | 4
Nc1nncn1C(=O)CCc1ccccc1 | 9 | 3 | -8 | 3 | -1 | 15 | -7 | 1 | 0
CC1(C)CC2CC(C)(CN2S(=O)(=O)c2cccc(N)c2)C1 (stereo not drawn) | 10 | -1 | 6 | -4 | -9 | 6 | 2 | 8 | 5
Cc1sc2ccccc2[n+]1CC(=O)O | 9 | 0 | -5 | -3 | -3 | -7 | -1 | 1 | 3
O=C(CNC(=O)c1ccccc1)Nc1cccc(C(F)(F)F)c1 | 12 | 4 | -2 | 4 | -6 | -11 | 4[fluorescence artefact?] | -2 | 4
CN(c1ccc([N+](=O)[O-])cc1C(N)=O)C1CCCCC1 | 8 | 0 | -5 | 0 | 6 | -5 | -2 | -1 | 17
C[C@@H](C(=O)NCc1ccccc1)N1C(=O)C2CC=CCC2C1=O (stereo partly drawn) | 10 | 12[fluorescence artefact?] | -1 | -2 | 6 | -7 | 0[fluorescence artefact?] | 0 | -27
CCN1CCCC1CNC(=O)CN1C(=O)COc2ccc(C)cc21 (stereo not drawn) | 12 | 13 | -2 | 1 | -5 | -14 | -4 | -1 | 5
COc1cc(S(=O)(=O)N2CCN(c3ccccc3)CC2)ccc1F | 11 | 6 | -2 | -3 | 1 | 2 | 0 | 4 | -4
Cc1ccnc(NS(=O)(=O)c2ccc(NC(=O)c3ccc(S(=O)(=O)N4CCOCC4)cc3)cc2)n1 | 8 | 57[fluorescence artefact?] | -45 | 3 | -11 | -2 | -6[fluorescence artefact?] | -4 | 14
CC(C)C(C(=O)NCC1CCCO1)N(Cc1cccs1)C(=O)CNS(=O)(=O)c1ccccc1 (stereo not drawn) | 9 | 0 | 12 | -2 | -3 | -10 | 1 | -1 | 1
CC1CN(c2nc(Nc3ccccc3)nc(N)c2[N+](=O)[O-])CC(C)O1 (stereo not drawn) | 2 | 1 | -24 | 1 | 1 | -21 | 5 | 0 | 4
CCOC(=O)c1cnc(SCc2cccc3ccccc23)nc1N | 0 | -8 | 8 | -4 | -1 | -15 | 7 | 1 | -1
COc1ccc(/C=C/C(=O)NCc2cnn(C)c2C)cc1COc1ccc(Br)cc1 | 11 | 1 | -6 | -2 | 7 | 2 | 5 | 2 | -3
CCc1ccc(CCC(=O)Nc2ccc(S(N)(=O)=O)cc2)o1 | 15 | -5 | -1 | 1 | 31 | -23 | -6[fluorescence artefact?] | -1 | 0
Cc1ccc(-c2nnn(CC(=O)N(Cc3cccs3)C(C(=O)NC3CCCC3)c3ccco3)n2)o1 (stereo not drawn) | 6 | 7[fluorescence artefact?] | -1 | -4 | -10 | -19 | -14 | -3 | -4
Cc1ccc(S(=O)(=O)Oc2ccc(C3C4=C(CCCC4=O)OC4=C3C(=O)CCC4)cc2)cc1 | 1 | -2 | 6 | 1 | 22 | -5 | -17[fluorescence artefact?] | -3 | -5
Cc1ccc(-c2nn3nnnc3c3ccccc23)cc1C | 15 | -2 | 4 | 3 | -5 | -10 | -5 | 3 | 5
COC(=O)c1c(C(=O)OC)c(-c2ccc(C)cc2)n2c1CS(=O)C2 (stereo not drawn) | 12 | 61[fluorescence artefact?] | -3 | -6 | -2 | 7 | 0[fluorescence artefact?] | 0 | -3
Clc1ccc(CN2CCN(/N=C/c3cccnc3)CC2)cc1 | 10 | -16 | 16 | 1 | 3 | -24 | -3 | 2 | 1
O=C(Nc1ccncc1)Nc1ccc(F)cc1F | 0 | -8 | 2 | -2 | 4 | -7 | 4 | 2 | -1
CCC(C)NC(=O)c1n[nH]c(=O)c2ccccc12 (stereo not drawn) | 24 | -2 | -4 | 6 | -7 | -8 | 12 | 2 | 10
Cc1cccc(NC(=O)NCC(c2cccnc2)N2CCOCC2)c1 (stereo not drawn) | 10 | 13 | . | -2 | -3 | -9 | 6 | -1 | -1
O=C(Nn1c(=S)[nH]c2ccccc2c1=O)c1ccncc1 | -2 | 8[fluorescence artefact?] | -4 | -1 | -26 | -5 | -3[fluorescence artefact?] | 1 | -4
CCOC(=O)C(NC(=O)CC)(N1CCc2ccccc2C1)C(F)(F)F (stereo not drawn) | 14 | 5 | 6 | 1 | -16 | -8 | 6 | -2 | 4
O=C(CCc1c[nH]c2ccccc12)NCc1ccc2c(c1)OCO2 | 7 | -7[fluorescence artefact?] | -1 | 3 | -8 | -22 | -1 | -1 | -3
CCOc1ccc2nc(SCc3cccc(C)c3)nc(C)c2c1 | 12 | -10 | -6 | 1 | -6 | -3 | 3[fluorescence artefact?] | 7 | 5
N/C(Cc1cccs1)=N\OC(=O)COc1ccccc1 | 12 | 5 | 3 | -1 | -6 | 1 | -5 | -3 | -11
NS(=O)(=O)c1ccc(NC(=O)CCC2CCCCC2)cc1 | 7 | 5 | 1 | -1 | 15 | -11 | 5 | -1 | 6
O=C(NNC(=O)c1ccc2nonc2c1)Nc1ccc(Cl)cc1 | 0 | -7 | 19 | 9 | 1 | -12 | -1 | -3 | 21
N#C/C(=C\c1ccco1)C(=O)Nc1cccc2ncccc12 | 14 | -4 | 1 | 8 | -5 | -8 | -4 | -1 | 4
O=C(NCc1nc2ccccc2[nH]1)C1CCCCC1 | 2 | -3 | 1 | 3 | -3 | -14 | 3 | 2 | 0
COc1ccccc1C(=O)Nc1c(C)n(C)n(-c2ccccc2)c1=O | 16 | 8 | -4 | 0 | -8 | 5 | 8 | -3 | -1
COC(=O)C1=C(N)Oc2cc(C)[nH]c(=O)c2C1c1cccnc1 (stereo not drawn) | 3 | -8 | 5 | 0 | -40 | 10 | -16 | -2 | -11
O=C(O)CN1C(=O)/C(=C/C=C/c2ccccc2)SC1=S | 4 | -21 | 19 | 1 | -8 | -3 | -5 | 0 | -1
Nc1cc(C(F)(F)F)ccc1Nc1ccccc1 | 9 | -1 | 2 | -1 | 4 | -1 | 6 | -3 | 1
CC1=[N+](C)N(c2ccccc2)C(=O)C1N=Cc1c(Cl)cccc1Cl (stereo not drawn) | 9 | -1[fluorescence artefact?] | -4 | 6 | -5 | -6 | 5 | -4 | 5
CCOC(=O)c1sc(NC(=O)C2CC2)nc1C | 7 | 2 | -8 | 3 | -2 | -14 | -1 | -3 | -6

Part of the list above in order of count of non-hydrogen atoms, rising:
SMILES | FXIIa inh 1536 | 14-3-3 Bad inh | Rad51 HR inh | p97 ATPase inh | hK5 inh | Mdm2 ligase inh | eIF4E 4G PPI | Wee1 degr inh | FXIa inh 1536
CCC(C)NC(=O)c1n[nH]c(=O)c2ccccc12 (stereo not drawn) | 24 | -2 | -4 | 6 | -7 | -8 | 12 | 2 | 10
O=C(NNC(=O)c1ccc2nonc2c1)Nc1ccc(Cl)cc1 | 0 | -7 | 19 | 9 | 1 | -12 | -1 | -3 | 21
CCOC(=O)C(NC(=O)CC)(N1CCc2ccccc2C1)C(F)(F)F (stereo not drawn) | 14 | 5 | 6 | 1 | -16 | -8 | 6 | -2 | 4
